# M4 ag: CHRM4 agonism in calcium assay | P08173 | CHO-K1 hM4/Gqi5, Fluo-8 calcium fluorescence; vehicle 0%, full acetylcholine response 100% | activation, % at 3 µM | 360,000 tested, 0.14% active | AID 624127;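 active = activation above the run mean over all test wells plus 3 SD, cut at about 32% in these data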;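 note: peak over basal fluorescence ratio per well then scaled between controls; 0% = DMSO wells and 100% = acetylcholine at EC100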
# Target sequence (P08173 whole entry, looked up): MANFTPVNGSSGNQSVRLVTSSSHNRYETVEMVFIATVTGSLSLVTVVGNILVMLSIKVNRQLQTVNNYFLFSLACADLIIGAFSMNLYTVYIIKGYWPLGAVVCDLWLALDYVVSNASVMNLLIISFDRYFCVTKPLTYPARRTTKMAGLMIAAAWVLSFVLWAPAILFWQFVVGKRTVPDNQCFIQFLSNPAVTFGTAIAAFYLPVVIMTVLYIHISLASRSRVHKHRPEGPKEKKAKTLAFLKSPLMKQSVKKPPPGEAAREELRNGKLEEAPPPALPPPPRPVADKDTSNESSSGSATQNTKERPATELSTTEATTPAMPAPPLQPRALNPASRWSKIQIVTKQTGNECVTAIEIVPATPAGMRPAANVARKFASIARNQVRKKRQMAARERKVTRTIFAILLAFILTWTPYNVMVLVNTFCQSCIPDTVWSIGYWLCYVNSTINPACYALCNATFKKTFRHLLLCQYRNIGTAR
# M1 ag parental: counter-screen for M1 agonists: effect in parental CHO-K1 cells; AID 602248; activation, % at 3 µM; 360,000 tested, 0.48% active; Fluo-8 calcium fluorescence; scaled to maximal ATP response, vehicle zero; in the data active = activation above about 15%;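 note: untransfected CHO-K1 host cells lacking M1 receptor as counterscreen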
# M1 PAM parental: nonselective activator or artifact in parental CHO-K1 calcium assay; ATP EC20, Fluo-8 calcium fluorescence; 0% at ATP EC20, 100% at ATP max; activation, % at 3 µM; 360,000 tested, 0.02% active; AID 602247;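 active = activation above the run cutoff, the mean activation of all test compounds plus 3 SD, cut at about 40% in these data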;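 note: peak over basal fluorescence ratio in a 140 s read after ATP addition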
# CHO-K1 Ca antag: counter-screen for M1 antagonists: effect in parental CHO-K1 cells | ATP-induced calcium, Fluo-8 fluorescence | inhibition, % at 3 µM | 360,000 tested, 0.6% active;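 active = inhibition above a per-plate cutoff, the plate's mean sample inhibition plus 3 SD, cut at about 24% in these data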;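 note: 0% = DMSO plus EC80 ATP and 100% = DMSO alone without ATP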
# M5 ag: CHRM5 agonism in calcium assay | P08912 | CHO-K1 hM5 cells, Fluo-8 calcium fluorescence; 0% DMSO wells, 100% maximal acetylcholine response | activation, % at 3 µM | 360,000 tested, 0.19% active;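 active = activation above the run's mean over test compounds plus 3 SD, cut at about 23% in these data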;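 note: signal is peak over basal fluorescence ratio across the kinetic read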
# Target sequence (P08912 whole entry, looked up): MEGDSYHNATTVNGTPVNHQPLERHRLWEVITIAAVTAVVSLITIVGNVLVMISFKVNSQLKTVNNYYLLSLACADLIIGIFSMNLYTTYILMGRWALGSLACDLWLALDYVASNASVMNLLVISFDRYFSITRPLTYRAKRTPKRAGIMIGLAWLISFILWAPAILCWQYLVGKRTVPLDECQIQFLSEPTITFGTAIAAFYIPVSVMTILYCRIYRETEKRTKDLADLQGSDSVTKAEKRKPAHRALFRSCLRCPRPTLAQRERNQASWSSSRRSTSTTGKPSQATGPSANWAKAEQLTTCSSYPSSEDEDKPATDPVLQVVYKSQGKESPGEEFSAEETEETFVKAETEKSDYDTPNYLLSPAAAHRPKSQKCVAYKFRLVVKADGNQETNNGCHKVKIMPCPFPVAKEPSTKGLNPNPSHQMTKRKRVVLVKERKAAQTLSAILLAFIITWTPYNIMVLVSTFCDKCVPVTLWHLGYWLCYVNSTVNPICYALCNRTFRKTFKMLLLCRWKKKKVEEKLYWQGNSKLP
# M5 PAM: potentiates acetylcholine response at human M5 receptor; P08912; CHO-K1 hM5, Fluo-8 calcium, ACh EC20 PAM; 0% = ACh EC20, 100% = ACh EC100; activation, % at 3 µM; 360,000 tested, 0.3% active; AID 624038;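 active = activation above the run cutoff, the mean activation of all test compounds plus 3 SD, cut at about 18% in these data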
#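 System: CHO-K1 hM5 cells. Reagent: acetylcholine, EC20 level. Compound dosing: single dose, 3 µM nominal final test concentration. Timing: Post-acetylcholine fluorescence recording 140 s. Detection: Fluo-8 calcium fluorescence. Read-out: % activation, ACh-normalized. Benchmarks: ACh EC20 and EC100 wells. Repeats: singlicate, one well per test compound.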
# CHRM5 antagonist: antagonists of human muscarinic M5 receptor (CHRM5); inhibition, % at 3 µM; P08912; CHO-hM5 cells, Fluo-8 calcium fluorescence, ACh EC80; 360,000 tested, 0.59% active;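 active = inhibition above a per-plate cutoff, the mean of that plate's test compounds plus 3 SD, cut at about 27% in these data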;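 note: 0% = acetylcholine EC80 with DMSO and 100% = DMSO without agonist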
# M4 antag: blocks acetylcholine activation of human M4 receptor. P08173. CHO-hM4 cells, ACh EC80, Fluo-8 calcium fluorescence. inhibition, % at 3 µM. 360,000 tested, 0.73% active;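 active = inhibition above its plate's cutoff, the mean inhibition of sample wells plus 3 SD, cut at about 27% in these data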;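 note: 0% = acetylcholine EC80 with DMSO and 100% = DMSO without agonist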
# CHRM4 PAM: CHRM4 positive allosteric modulation | P08173 | CHO-K1 hM4/Gqi5, Fluo-8 calcium fluorescence, ACh EC20; 0% = ACh EC20, 100% = maximal ACh | activation, % at 3 µM | 360,000 tested, 0.4% active;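 active = activation above its plate's cutoff, the mean activation of sample wells plus 3 SD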; note: some results filed as inactive read as strong as hits
# Active calls of the source: *.
No.	canonical_smiles	M4 ag	M1 ag parental	M1 PAM parental	CHO-K1 Ca antag	M5 ag	M5 PAM	CHRM5 antagonist	M4 antag	CHRM4 PAM
1	Cc1ccc2nc(NCCCNC(=O)c3cnccn3)c(C#N)cc2c1	0	-0.5	17	-7	-1	1	0	3	1
2	CC(C)(C)C(=O)Nc1nc2c(s1)COc1ccccc1-2	7	2.0	-4	13	-1	-11	3	-8	-10
3	CCCCC1Cc2[nH][nH]c(=O)c2C(c2ccc(F)cc2)O1 (centres undefined)	2	1.2	13	-21	3	7	-7	-6	6
4	CCn1c(O)c(C=NCc2ccccc2)sc1=S	0	0.3	13	-15	1	-3	12	-13	-12
5	O=C(Nc1ccc(Cl)cc1F)C1CCCN(C2=NS(=O)(=O)c3ccccc32)C1 (centres undefined)	1	0.6	3	4	2	3	-1	-4	1
6	O=C(CN1CCN(S(=O)(=O)c2ccc(F)c(Cl)c2)CC1)N1CCc2ccccc2C1	6	2.6	3	-11	-5	-12	6	-1	-3
7	CCc1ccccc1NC(=O)CN(C)C(=O)c1cc(C2CC2)nn1-c1ccccc1	3	0.9	-17	-4	-1	-1	11	-5	17
8	O=C1Nc2cc(C(=O)N3CCC(N4CCCCC4)CC3)ccc2S/C1=C\c1ccccc1	2	-0.1	18	-10	-11	6	-14	-5	-18
9	COc1ccc(CC(=O)Nc2ccc(-c3nnc(-c4ccccc4)o3)cc2)cc1	2	0.2	3	4	1	-1	-4	-9	4
10	Cc1c(NC(=O)c2c(F)cccc2F)c(=O)n(-c2ccccc2)n1C	0	-0.5	2	-9	-2	-1	-6	-3	0
11	CCOC(=O)C1=C(CS(=O)(=O)c2ccc(Cl)cc2)NC(=O)NC1c1ccc(O)c(OC)c1 (centres undefined)	2	1.1	18	-17	-2	4	10	1	-1
12	CC(=O)N(CN1C(=O)c2ccccc2C1=O)c1ccccc1	1	-0.1	13	1	-3	-6	3	-5	9
13	COCCNC(=S)N(Cc1cc2cc(C)ccc2n2nnnc12)C1CCCC1	1	0.8	17	-14	-1	8	-2	-7	3
14	CCOC(=O)N1CCC(N(CCN(C)C)C(=S)Nc2ccc(Oc3ccccc3)cc2)CC1	5	3.4	4	-11	-11	-12	19	-9	-26
15	Cn1cccc1C(=O)NC(=O)COC(=O)CNC(=O)CNC(=O)c1ccc(Cl)cc1Cl	0	-0.1	8	-3	0	8	-21	-6	-1
16	O=S1(=O)CCN(Cc2ccncc2)CC1	1	0.0	19	-14	2	0	-5	-8	8
17	CC(C)=NOC(=O)c1c(C)noc1-c1snnc1C	1	0.3	16	-9	0	9	1	-10	0
18	Cc1ccnc(NS(=O)(=O)c2ccc(NC(=O)CCS(=O)(=O)c3ccccc3)cc2)n1	1	0.3	19	-14	0	-1	-10	1	12
19	COC(=O)c1c(NC(=O)C(=O)NCCCN2CCOCC2)sc2c1CC(C)(C)OC2	3	0.6	16	-9	-4	2	2	-9	2
20	CCCN1CC23C=CC(O2)C(C(=O)O)C3C1=O (centres undefined)	0	0.0	21	-7	1	0	-2	-14	12
21	O=C(O)c1cc(N2C(=O)C=CC2=O)cc(N2C(=O)C=CC2=O)c1	0	0.2	-8	-4	4	6	6	2	2
22	CC1CC(=O)N(c2ccc(NCc3ccc(Cl)cc3)c([N+](=O)[O-])c2)C1=O (centres undefined)	13	9.3	2	10	3	-11	5	-2	-8
23	COc1cccc(OCC(=O)Nc2cc(NC(=O)COc3cccc(OC)c3)cc(C(=O)O)c2)c1	0	0.2	4	3	1	-3	1	1	-2
24	COC(=O)c1ccccc1N=Nc1c(N)[nH][nH]c1=O	2	1.4	21	-13	-1	6	-5	-5	-1
25	CCOC(=O)Cc1csc(-n2sc3ccccc3c2=O)n1	3	2.3	11	-2	7	4	8	4	13

# Following part.
No.	canonical_smiles	M4 ag	M1 ag parental	M1 PAM parental	CHO-K1 Ca antag	M5 ag	M5 PAM	CHRM5 antagonist	M4 antag	CHRM4 PAM
26	O=C(CCNc1n[nH]c(=O)[nH]c1=O)N/N=C\c1ccc(Br)cc1	1	0.0	-4	-7	2	10	5	11	12
27	CC(C)CC(N)c1csc(Nc2cc(Oc3ccccc3)ncn2)n1 (centres undefined)	7	2.0	-1	6	-1	-11	14	-1	7
28	Cn1c2ccc(Br)cc2c2nnc(SCC(=O)O)nc21	0	-0.4	12	9	0	-3	9	6	-7
29	O=C(Cn1cc(-c2ccccn2)nn1)NS(=O)(=O)c1cccc(OC(F)F)c1	0	0.3	14	-9	1	1	2	-1	6
30	Cc1ccc(NC(=O)CCN2CCN(CCO)CC2)cc1	1	0.5	10	0	2	4	1	6	-2
31	Cc1ccc(S(=O)(=O)c2nc(-c3ccccc3Cl)oc2N2CCN(C)CC2)cc1	2	1.1	6	-3	-1	5	8	-12	1
32	NC(=S)N1OC[C@@H]2COc3ccc4ccccc4c3[C@@H]21	9	1.0	1	-1	1	-7	-4	-9	1
33	COc1ccc(C(=O)Nc2cc(OC)c(NC(=O)c3ccco3)cc2OC)cc1	7	3.1	12	-12	1	-11	9	5	-9
34	COc1ccc(C(CNC(=O)CSc2ccc(Br)cc2C)N2CCOCC2)cc1 (centres undefined)	4	0.0	7	15	-3	5	-8	-3	0
35	C#CCOCCOCCOCCNc1nc(N2CCN(C(=O)[C@H]([C@@H](C)CC)n3cc([C@@H](N)CO)nn3)CC2)nc(N2CCN(C(=O)[C@H](Cc3ccc(O)cc3)n3cc([C@@H](N)C(C)CC)nn3)CC2)n1 (some centres undefined)	2	0.8	16	-13	-2	2	-5	-15	11
36	Cc1ccccc1C(=O)N=c1sccn1C	1	0.2	8	-1	-4	5	-5	4	-2
37	COc1cc(C(=O)N2CCN(c3ccccc3)CC2)c2ccccc2n1	6	-0.4	13	-9	3	-9	25	-4	1
38	O=C(CCN1Cc2ccccc2C1)c1ccc2c(c1)OCCO2	1	1.0	15	-22	-2	-6	2	7	-10
39	CCc1ccccc1NC(=O)Nc1ccc(F)cc1	6	2.4	4	1	2	-6	11	4	-5
40	Nc1ccc(O)c2c(=O)cc(-c3ccccc3Cl)oc12	3	-0.2	25	-18	-11	-1	5	-7	2
41	CCOc1ccc(NC(=NCc2ccc3c(c2)OCO3)SC2CC(=O)N(c3ccc(C(=O)O)cc3)C2=O)cc1 (centres undefined)	1	0.0	9	2	-1	-7	13	6	2
42	Cc1ccc2nc(NCCCN3CCOCC3)c(C=NCCCN3CCOCC3)c(=O)n2c1	1	0.3	8	4	3	7	-7	8	21
43	c1ccc(C(CN2CCOCC2)c2ccccc2)cc1	-2	-0.4	7	2	-8	-4	99*	7	-6
44	O=C(O)CNC(=O)c1ccc(OC(F)F)cc1	0	-0.3	3	-15	2	-4	-1	-3	9
45	CC(C)(C)c1ccc(CNc2cc(N3CCOCC3)ccc2[N+](=O)[O-])cc1	-1	-0.2	15	-6	-3	-6	0	-7	4
46	CN(C)c1ccc(CC2C(=O)Nc3ccccc32)cc1 (centres undefined)	2	2.9	9	-3	3	-1	4	-1	10
47	CCCCn1c(N)c(N(CC(C)C)C(=O)COC(=O)Cc2cccc(OC)c2)c(=O)[nH]c1=O	1	0.9	9	4	-2	2	0	5	8
48	CCc1cc2c3c([nH]c2cc1S(=O)(=O)NCCCOC)CC(C)(C)CC3=O	2	1.4	9	-17	-1	-3	0	-8	-1
49	COc1ccc(C(c2sc3nc(C)nn3c2O)N2CC(C)OC(C)C2)cc1OC (centres undefined)	1	0.7	6	-9	1	0	1	-4	4
50	O=C(Cn1c(=O)oc2ccccc21)Nc1ccc(S(=O)(=O)N2CCCCC2)cc1	2	0.3	12	-17	-2	1	-6	1	11

# Three entries from above, reformatted.
# Under each structure: M4 ag | M1 ag parental | M1 PAM parental | CHO-K1 Ca antag | M5 ag | M5 PAM | CHRM5 antagonist | M4 antag | CHRM4 PAM
[28] Cn1c2ccc(Br)cc2c2nnc(SCC(=O)O)nc21
    0 | -0.4 | 12 | 9 | 0 | -3 | 9 | 6 | -7
[29] O=C(Cn1cc(-c2ccccn2)nn1)NS(=O)(=O)c1cccc(OC(F)F)c1
    0 | 0.3 | 14 | -9 | 1 | 1 | 2 | -1 | 6
[30] Cc1ccc(NC(=O)CCN2CCN(CCO)CC2)cc1
    1 | 0.5 | 10 | 0 | 2 | 4 | 1 | 6 | -2

# More compounds
No.	canonical_smiles	M4 ag	M1 ag parental	M1 PAM parental	CHO-K1 Ca antag	M5 ag	M5 PAM	CHRM5 antagonist	M4 antag	CHRM4 PAM
51	COc1cccc(NC(=O)CCC2CCN(C(=O)c3scnc3C)CC2)c1	2	0.4	-22	7	-1	-4	10	9	-1
52	O=c1ccc2cc3c([nH]c4ccc(Br)cc43)oc-2c1O	6	-0.3	20	-11	-1	4	6	2	3
53	Cc1cc(C)cc(OCc2nnc(SCC(=O)c3ccc(Br)cc3)o2)c1	0	0.2	13	-13	-2	4	2	-1	0
54	COc1ccc(/C=C(/C#N)C(=O)Nc2cccnc2)cc1OC	2	0.6	-2	-3	2	0	-3	4	5
55	COc1cccc(C2/C(=C(/O)c3ccc(F)cc3)C(=O)C(=O)N2CCN(C)C)c1 (centres undefined)	1	0.1	-5	1	-3	0	7	5	8
56	O=c1c(-c2nnc(SCc3ccc(Cl)c(Cl)c3)o2)cccn1Cc1ccccc1	2	0.4	3	-2	-4	-3	8	16	11
57	COc1ccc(-c2noc3c2-c2nc(-c4ccc(C)cc4)sc2CC3)cc1	0	-0.3	-12	13	5	10	1	0	-1
58	CCOC(=O)C1CCCN(CC(=O)Nc2cccc(C(C)=O)c2)C1 (centres undefined)	0	0.8	19	-10	-2	-2	11	2	-3
59	COc1ccc(C(=S)N2CCN(c3ccccc3C)CC2)cc1	-2	-0.5	-6	8	-4	-6	3	-3	8
60	O=C(CSC1=NC2(CCCCCC2)N=C1c1ccccc1)Nc1ccc2c(c1)OCCO2	3	-0.3	-9	11	0	-6	4	-5	-5
61	O=C(Cc1ncc(C(F)(F)F)cc1Cl)N1CCN(c2ccccn2)CC1	1	1.0	22	-11	2	15	-17	7	22
62	Cc1csc(NC(=O)C2CSC3(C)CCC(=O)N23)n1 (centres undefined)	1	0.8	12	-14	-3	-3	-1	-17	0
63	O=C(C1CCCCC1)N1CCC(c2nc3ccccc3[nH]2)CC1	0	0.9	16	-14	-4	3	-9	5	-2
64	CC(Cl)C(=O)NC(=O)NC12CC3CC(CC(C3)C1)C2 (centres undefined)	1	0.0	-10	13	3	1	-4	1	-3
65	COc1ccc(/C=C2\N=C(C(C)(C)C)OC2=O)c(OC)c1	0	-0.3	-10	4	-5	-3	7	5	13
66	Cc1ccc(C(=O)Nc2ccccc2-c2ccccc2)cc1S(=O)(=O)Nc1cccc(C)c1C	2	1.2	17	-29	-1	-9	-3	-2	-1
67	COc1ccc(C(=O)Nc2cccc(N(C)S(C)(=O)=O)c2)cc1OC	9	2.3	4	-3	6	-13	8	-5	-6
68	COc1ccc(CCNC(=O)COC(=O)Cn2cnc3ccccc3c2=O)cc1	1	0.4	5	-10	-2	2	0	-8	10
69	CN(C(=O)CSc1nc2scc(-c3ccccc3)c2c(=O)[nH]1)c1ccccc1	9	2.9	7	-19	2	-11	4	-3	0
70	COc1ccc(C(=O)NCCCOc2cccnc2)cc1OC1CCN(C(C)=O)CC1	1	0.9	0	-1	-3	-3	17	-2	1
71	CO/N=C/C(=N\Nc1ccc(OC)cc1)C(=O)c1ccc(F)cc1	3	0.2	5	4	-1	0	-4	1	-4
72	CNc1c(NS(=O)(=O)c2ccc(C(C)(C)C)cc2)c(=O)oc2ccccc12	2	2.7	10	-9	-2	-4	15	7	-3
73	C/C(=C\C(=O)C(F)(F)F)Nc1ccc(C(F)(F)F)cc1	0	1.1	22	-13	-2	8	-3	4	-3
